PMI activator – phosphomannose isomerase (human) activation; AID 1214; actives 0.005% (n = 190,000); purified human PMI, coupled resazurin fluorescence, 20 min; stronger effect = higher value; 1 = vehicle control, 0 substrate-free wells; P34949; activation factor at 20 µM;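 active = activation factor of 2 or more at 20 µM, relative to plate controls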
Target sequence (P34949 whole entry, looked up): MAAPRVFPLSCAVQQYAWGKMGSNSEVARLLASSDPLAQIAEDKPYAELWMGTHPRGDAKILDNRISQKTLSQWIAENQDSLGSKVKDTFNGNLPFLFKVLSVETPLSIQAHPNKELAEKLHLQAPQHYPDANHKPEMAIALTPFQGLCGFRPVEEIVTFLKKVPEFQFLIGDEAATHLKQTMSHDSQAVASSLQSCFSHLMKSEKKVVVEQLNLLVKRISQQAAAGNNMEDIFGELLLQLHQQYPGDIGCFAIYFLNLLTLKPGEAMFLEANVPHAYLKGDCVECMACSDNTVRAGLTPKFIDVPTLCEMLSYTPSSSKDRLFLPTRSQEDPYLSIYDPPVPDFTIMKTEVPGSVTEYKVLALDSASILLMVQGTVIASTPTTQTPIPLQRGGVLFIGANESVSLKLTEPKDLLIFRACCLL
Hsp70 act – Hsp70 transcriptional activation, primary screen; HeLa Hsp70 promoter luciferase reporter, luminescence; scaled: vehicle 0, proteasome-inhibitor control 100%; AID 1203; activation, % at 10 µM; actives 0.04% (n = 200,000);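 active = activation above the mean across all tested compounds plus 3 SD, cutoff set per campaign, cut at about 5.5% in these data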;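 also: 100% = MG132 at 30 µM as the positive control and 0% = DMSO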
S1P3 antag – antagonists of human S1P3 receptor; Q99500; CHO S1P3 NFAT-BLA reporter, FRET fluorescence, antagonist mode; inhibition, % at 4.98 µM; actives 0.27% (n = 170,000); AID 485;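 active = inhibition above the plate cutoff, the mean inhibition of test wells on that plate plus 3 SD, cut at about 28% in these data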;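 also: cells challenged with S1P at its EC80 of 0.8 µM; blue over green emission ratio from cleaved BLA substrate after 4 h stimulation; 0% = S1P-stimulated wells and 100% = unstimulated DMSO-only wells; some compounds past the cut are filed as inactive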
RAM inhibit – yeast RAM network inhibition. S. cerevisiae dse1pr::URA3 reporter, 5-FOA growth OD615, 2 d; analog-sensitive cbk1-as2 kinase mutant strain. inhibition, % at 50 µM. actives 1.8% (n = 190,000). AID 868;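 active = inhibition above a set limit, 3 SD over mean compound inhibition, cut at about 8.4% in these data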;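 also: 0% = DMSO-only wells with no growth and 100% = 10 µM 1-NA-PP1 full growth; inhibition rescues growth on 5-FOA so higher OD means more RAM inhibition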
PMI act satM6P – activators of human phosphomannose isomerase at near-saturating mannose 6-phosphate; P34949; coupled PMI enzyme assay, resazurin fluorescence, 20 min; stronger effect = higher value; 1 = untreated enzyme, 0 = substrate-free blank; activation factor at 20 µM; actives 0.34% (n = 190,000); AID 1216;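 active = activation factor of 2 or more at 20 µM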
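Test system: Human PMI in coupled enzyme assay | Input: 15 ng/mL PMI | Medium: HEPES-buffered pH 7.4 with magnesium and detergent | Compound: One concentration, 20 µM, in 1% DMSO | Incubation: Enzyme reaction with compound 20 min at room temperature | Detection: Diaphorase-driven resazurin-to-resorufin fluorescence, excitation 544, emission 590 nm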
Redox H2O2 prof – compounds producing H2O2 with reducing agent – biochemical, NIH compound library profiling, artefact control for MLSCN library redox annotation, primary screen; DTT-dependent redox cycling H2O2, phenol red/HRP absorbance; 100% = 100 µM peroxide control, 0% = buffer; activation, % at 10 µM; actives 0.03% (n = 200,000);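 active = activation of at least 50% relative to the plate's high and low controls in the primary single-dose screen; inactive = activation below 50%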;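 also: compound incubated with DTT at 0.8 mM final as the reducing agent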
L major viab – inhibitors of Leishmania major promastigote growth | inhibition, % at 10 µM | AID 1063 | Leishmania major promastigotes, resazurin fluorescence viability | actives 9% (n = 200,000); in the data active = inhibition above about 50%;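 also: promastigotes grown with compound for 44 hours at 28 °C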
TNAP inh no acc – TNAP (human) inhibition, acceptor-free conditions | purified TNAP, CDP-star luminescence, 30 min | inhibition, % at 20 µM | actives 0.26% (n = 200,000) | AID 1012;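 active = tissue-nonspecific alkaline phosphatase inhibition above about 50% at 20 µM in the single-dose screen, limit read from the data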;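 also: 0% = DMSO negative control and 100% = EDTA positive control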
Target sequence (P05186 whole entry, looked up): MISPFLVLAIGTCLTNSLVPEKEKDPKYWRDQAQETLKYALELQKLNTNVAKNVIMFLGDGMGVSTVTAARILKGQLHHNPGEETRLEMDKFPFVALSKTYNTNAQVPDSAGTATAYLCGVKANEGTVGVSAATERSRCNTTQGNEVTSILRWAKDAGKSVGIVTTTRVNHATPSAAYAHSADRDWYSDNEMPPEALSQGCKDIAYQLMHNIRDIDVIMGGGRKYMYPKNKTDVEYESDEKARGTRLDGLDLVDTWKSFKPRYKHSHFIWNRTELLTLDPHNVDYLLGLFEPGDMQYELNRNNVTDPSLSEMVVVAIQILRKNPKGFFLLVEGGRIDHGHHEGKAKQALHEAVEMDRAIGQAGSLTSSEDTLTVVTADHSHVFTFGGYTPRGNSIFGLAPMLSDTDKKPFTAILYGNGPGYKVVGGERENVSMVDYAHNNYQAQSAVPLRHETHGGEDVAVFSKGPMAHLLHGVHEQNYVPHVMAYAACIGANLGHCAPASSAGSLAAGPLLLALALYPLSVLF
Efa HMGR inh – blocks class II HMG-CoA reductase of Enterococcus faecalis | actives 0.41% (n = 190,000) | inhibition, % at 10 µM | purified E. faecalis HMGR, NADPH absorbance 340 nm kinetic | AID 1066;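 active = inhibition above a set limit, the median over all tested compounds plus 3 SD, cut at about 9.5% in these data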;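 also: enzyme runs in reverse so mevalonate oxidation gives rising NADPH absorbance; 0% = complete reaction with DMSO and 100% = background rate lacking mevalonate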
TNAP inh hi DEA – inhibitors of human TNAP at high phosphate acceptor concentration. inhibition, % at 20 µM. purified TNAP, CDP-star luminescence, 1 M DEA. P05186. AID 1135. actives 0.03% (n = 200,000);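 active = over 50% inhibition of tissue-nonspecific alkaline phosphatase at 20 µM in the single-dose screen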;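 also: plate controls were DMSO wells for no effect and EDTA-quenched wells as full inhibition for full effect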
Numbers without * were called inactive; . = no result given.

No. | structure | PMI activator | Hsp70 act | S1P3 antag | RAM inhibit | PMI act satM6P | Redox H2O2 prof | L major viab | TNAP inh no acc | Efa HMGR inh | TNAP inh hi DEA
1 | Cn1c(C(=O)c2ccccc2[N+](=O)[O-])nc2ccccc21 | 1.1 | -0.4 | -7 | -0.1 | 1 | -0.4 | 9 | -5 | -5 | -1
2 | Cc1ccc(-n2c(=O)[nH]cc(C(=O)Nc3ccc4c(c3)OCCO4)c2=O)cc1C | 0.9 | 0.1 | -15 | 1.6 | 0.9 | 0.6 | 0 | -14 | 1 | -5
3 | Cc1ccsc1C=C1C(=O)c2ccccc2C1=O | 1 | -0.2 | . | 0.8 | 0.7 | 2.2 | -5 | 7 | -17 | 0
4 | O=C1NC2C(NC(=O)N2C2CCCCC2)N1C1CCCCC1 (stereo unspecified) | 1 | -0.3 | 6 | 1.3 | 0.9 | -2.9 | -9 | -16 | -12 | -6
5 | CCC(CC)c1nnc(NC(=O)c2cccc(S(=O)(=O)N3CCc4ccccc43)c2)s1 | 0.9 | -0.2 | . | 4.1 | 0.9 | -0.6 | -1 | -2 | 1 | -3
6 | Cc1ccc(NC(=O)c2sccc2C)cc1S(=O)(=O)N(C)C | 1 | -0.3 | -6 | 0.3 | 1.1 | -0.3 | -5 | -13 | 2 | -5
7 | CC(C)OC(=O)CN1C(=O)C(C)(C)Oc2ccc(C(=O)NC3CC3)cc21 | 1 | 0.4 | 4 | 1.3 | 1 | 2.3 | 1 | -9 | -3 | -4
8 | CC(C)(C)n1nnnc1CN1CCN(C2CCCC2)CC1 | 1 | -0.3 | -39 | -0.3 | 0.9 | 2.6 | 43 | -20 | -3 | -6
9 | CCCn1c(SCC(=O)c2ccc3c(c2)NC(=O)CO3)nc2ccccc21 | 1.2 | -0.1 | 12 | 1.1 | 1.1 | -0.6 | 2 | -5 | -3 | -2
10 | CC1CCCN(CCCOc2ccc(Cl)cc2Br)C1 (stereo unspecified) | 1.1 | -0.2 | 2 | 1.6 | 1.1 | -0.5 | 98* | -10 | -1 | -3
11 | CCOc1cccc(SCc2noc(C(=O)NC(C)C)c2C(=O)O)c1 | 1 | -0.1 | . | 0.4 | 1.1 | 16 | -11 | -10 | 0 | -2
12 | Nc1nc2n(n1)C(c1ccco1)CC(c1ccc(Cl)cc1)N2 (stereo unspecified) | 1 | 0.0 | -6 | -0.7 | 0.9 | 0.2 | -1 | -10 | 1 | -7
13 | Cc1nn2c(C(F)(F)F)c3c(nc2c1-c1ccccc1)CCC3 | 1 | 0.2 | -10 | 3.5 | 1 | 0.0 | -8 | -3 | -2 | -6
14 | COCCCn1c(SCC(=O)OC2CCCCC2)nnc1-c1cccs1 | 1 | -0.1 | -8 | -0.5 | 1 | 3.5 | -3 | -17 | -4 | -7
15 | O=C(NCN1C(=O)C2C3C=CC(C3)C2C1=O)Nc1cccnc1 (stereo unspecified) | 0.9 | -0.5 | . | 2.1 | 0.9 | 0.2 | -1 | -20 | -5 | -6
16 | Nc1ncnc(N2CCc3ccccc32)c1[N+](=O)[O-] | 1 | 0.4 | 20 | 1.8 | 1 | 1.1 | -3 | -3 | 9 | 5
17 | CCOC(=O)N1CCN(C(=O)CSc2ccc3nnc(-c4ccccn4)n3n2)CC1 | 1.1 | 0.2 | -21 | 0.4 | 1 | 0.6 | 2 | -14 | -3 | -5
18 | O=[N+]([O-])c1cc(C(F)(F)F)ccc1N1CCN(S(=O)(=O)c2ccc3c(c2)CCCC3)CC1 | 0.9 | -0.5 | 5 | 3.6 | 1 | 0.8 | 67* | 30 | 1 | -1
19 | COc1c2occc2c(OC)c2c(=O)cc(C(F)(F)C(F)(F)F)oc12 | 0.9 | -0.2 | 8 | 3.6 | 0.9 | 2.5 | 1 | -6 | -9 | -2
20 | c1ccc(Cc2noc(CN3CCCC(CN4CCOCC4)C3)n2)cc1 (stereo unspecified) | 1 | -0.1 | -3 | 2.3 | 1 | -1.7 | -7 | -10 | -1 | -4
21 | COCC(=O)N1CCCC(C(=O)c2ccc(Oc3ccccc3)cc2)C1 (stereo unspecified) | 0.9 | -0.2 | -24 | 1.6 | 0.9 | 1.6 | -12 | -5 | -3 | -2
22 | O=C(CC1NCCc2ccccc21)Nc1ccc(Oc2ccccc2)cc1 (stereo unspecified) | 0.9 | -0.3 | 3 | 0.8 | 1 | -2.6 | 99* | -17 | 1 | -7
23 | Cc1ccc(C)c(NC(=O)c2ccccc2C(=O)c2ccccc2)c1 | 1 | -0.2 | -8 | 0.5 | 0.9 | -1.0 | 18 | -2 | 1 | -3
24 | CC(=O)c1ccc(NC(=O)Nc2ccc3c(c2)N(C)C(=O)CS3)cc1 | 0.9 | 0.1 | . | 1.6 | 0.9 | 0.0 | -7 | -16 | -4 | 1
25 | CCOC(=O)Cc1nnc(NC(=O)c2ccccc2OCC)s1 | 0.9 | -0.4 | . | 0.8 | 1 | -0.7 | -1 | -6 | -3 | 2

Some entries already given with just Hsp70 act and Efa HMGR inh:
# | Compound | Hsp70 act | Efa HMGR inh
11 | CCOc1cccc(SCc2noc(C(=O)NC(C)C)c2C(=O)O)c1 | -0.1 | 0
12 | Nc1nc2n(n1)C(c1ccco1)CC(c1ccc(Cl)cc1)N2 (stereo unspecified) | 0.0 | 1

Additional compounds:
No. | structure | PMI activator | Hsp70 act | S1P3 antag | RAM inhibit | PMI act satM6P | Redox H2O2 prof | L major viab | TNAP inh no acc | Efa HMGR inh | TNAP inh hi DEA
26 | Cc1ccc(CN2CC(C(=O)Nc3ccc(S(=O)(=O)Nc4cc(C)nc(C)n4)cc3)CC2=O)cc1 (stereo unspecified) | 0.9 | 0.1 | -7 | -0.3 | 0.7 | 2.5 | -5 | -12 | -1 | 0
27 | CC(=O)c1c(C)nc(C)nc1NC(=O)Cc1ccccc1 | 1.1 | 0.2 | -2 | -0.2 | 1.1 | 1.0 | 1 | -12 | -1 | -2
28 | COc1cc(CC(NC(C)=O)C(=O)NC2CCN(C(=O)Nc3ccccc3Cl)CC2)cc(OC)c1 (stereo unspecified) | 1.1 | -0.3 | -18 | 1.9 | 1.1 | -1.1 | -6 | -10 | -2 | -10
29 | Cc1ccc(C2CC(=O)N(c3ccc(F)cc3)C3=C2C(=O)CCC3)cc1 (stereo unspecified) | 1 | -0.4 | . | 0.3 | 1.1 | 2.7 | -4 | -14 | -3 | -4
30 | Cc1ccc(N(C(C)C(=O)Nc2ccc(S(=O)(=O)N3CCOCC3)cc2)S(C)(=O)=O)cc1C (stereo unspecified) | 0.9 | -0.7 | 1 | 0.5 | 1 | 2.3 | 19 | -5 | -2 | -7
31 | CCOc1ccc2[nH]c(=O)c(CN(Cc3ccco3)C(=O)c3cccc(F)c3)cc2c1 | 0.9 | -0.3 | 32 | 4.2 | 0.8 | 3.4 | -6 | -2 | 2 | -1
32 | N#Cc1cc2sc3nnc(-c4ccncc4)n3c2cc1C#N | 0.8 | -0.2 | 16 | 1.6 | 0.9 | 0.0 | 54* | -13 | -8 | -5
33 | O=C(O)c1ccccc1Sc1ncnc2sc3c(c12)CCC3 | 1.2 | 0.5 | -8 | 0.4 | 1.1 | -1.9 | -5 | -1 | -6 | 1
34 | Cn1c(SCc2c(F)cccc2Cl)nc2c(c1=O)SCC2 | 1 | 0.1 | -1 | 2.7 | 1.1 | 0.4 | 6 | -14 | -6 | -2
35 | CC(=O)c1cccc(CN2CCC(CO)(Cc3ccccc3)CC2)c1 | 1 | -0.1 | -8 | 2.1 | 1.1 | -1.1 | 14 | -12 | -2 | -9
36 | COc1ccc2c(-c3ccccc3)cc(=O)[nH]c2c1 | 0.9 | -0.2 | . | 0.7 | 0.9 | -1.3 | 7 | -4 | 0 | -2
37 | CN=c1scc(-c2cc(OC)ccc2OC)n1/N=C/c1c(C)[nH]c2ccccc12 | 0.8 | -0.3 | 8 | 0.6 | 0.9 | 0.5 | 10 | 2 | -3 | -1
38 | C=C(C)c1cccc(C(C)(C)NC(=O)N2CCN(CC(N)=O)CC2)c1 | 1 | 0.4 | -30 | 0.7 | 1.1 | 0.0 | -2 | -10 | 2 | -2
39 | O=C(O)C1=C[C@H](c2ccc(Br)cc2)C[C@H](OCCCCO)O1 | 1 | -0.1 | 8 | -0.4 | 1.1 | 0.7 | -11 | -2 | -6 | -5
40 | O=C(N/N=C1\C/C(=N\NC(=O)c2ccncc2)c2ccccc21)c1ccncc1 | 1.3 | -0.1 | -4 | 0.1 | 0.6 | -1.8 | 73* | 10 | 1 | 35
41 | C#CCNC(=O)C1=C[C@H](C)[C@@H](CCCO)[C@H](OCC)O1 | 1 | -0.4 | -18 | 0.9 | 1 | 1.0 | -11 | -6 | 5 | -6
42 | COc1ccc(NC(=O)CCN2C(=O)C3C4CCC(C4)C3C2=O)cc1 (stereo unspecified) | 1.2 | -0.3 | -9 | 0.1 | 1.1 | -1.0 | 57* | 0 | -3 | -6
43 | COc1ccc(-c2nc(C)c(C(C)=O)n2O)cc1[N+](=O)[O-] | 1 | -0.3 | -13 | 0.8 | 1 | -0.4 | 4 | -8 | 5 | -1
44 | COc1ccc(C(=O)NCc2nnc(SCC(=O)Nc3cccc(C(F)(F)F)c3)o2)cc1OC | 1 | -0.2 | . | 0.1 | 0.9 | 0.1 | -4 | -20 | -1 | 0
45 | COCc1nnc(NS(=O)(=O)c2ccc(Br)cc2)s1 | 1 | -0.2 | 22 | 0.7 | 1.1 | -0.3 | -8 | -12 | -2 | -3
46 | COCCn1c(COc2ccc(C)cc2)nc2ccccc21 | 0.9 | 0.1 | 12 | 0.5 | 0.9 | -0.9 | 19 | -8 | -4 | -1
47 | CCC(C)(C)n1nnnc1C(c1ccccn1)N1CCN(c2cccc(OC)c2)CC1 (stereo unspecified) | 1.1 | -0.2 | . | -0.1 | 1 | 0.1 | 25 | -4 | -5 | -5
48 | CC1(C)CC(=O)C(C2C3=C(CC(C)(C)CC3=O)Oc3ccc4ccccc4c32)C(=O)C1 (stereo unspecified) | 1 | -0.2 | -9 | 1.4 | 0.9 | 0.2 | 2 | -10 | 5 | -5
49 | Cn1cccc1/C=C1\CCc2ccccc2C1=O | 0.6 | -0.3 | -1 | -0.4 | 0.3 | -1.1 | -2 | 1 | -3 | 8

Ordered by the number under RAM inhibit (highest first): 4 of the compounds above.
item	Molecule	PMI activator	Hsp70 act	S1P3 antag	RAM inhibit	PMI act satM6P	Redox H2O2 prof	TNAP inh no acc	Efa HMGR inh	TNAP inh hi DEA
48	CC1(C)CC(=O)C(C2C3=C(CC(C)(C)CC3=O)Oc3ccc4ccccc4c32)C(=O)C1 (stereo unspecified)	1	-0.2	-9	1.4	0.9	0.2	-10	5	-5
36	COc1ccc2c(-c3ccccc3)cc(=O)[nH]c2c1	0.9	-0.2	.	0.7	0.9	-1.3	-4	0	-2
26	Cc1ccc(CN2CC(C(=O)Nc3ccc(S(=O)(=O)Nc4cc(C)nc(C)n4)cc3)CC2=O)cc1 (stereo unspecified)	0.9	0.1	-7	-0.3	0.7	2.5	-12	-1	0
39	O=C(O)C1=C[C@H](c2ccc(Br)cc2)C[C@H](OCCCCO)O1	1	-0.1	8	-0.4	1.1	0.7	-2	-6	-5
